Integrin act MD: qHTS for Activators of Integrin-Mediated Alleviation for Muscular Dystrophy; alpha7betagal myoblasts, beta-gal FDG fluorescence, 48 h; Potency, µM (series often up to 38.3 µM), for the others: at the highest dose activation, usual class: activators; hit rate 0.064% among 350,000;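 further: potency means the concentration at half of the fitted maximal effect; 100% = response of the positive control SU9516; nearly all actives have a fitted effect of over 60% in size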
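Alpha7betagal+/- myoblasts (passage 13) were plated 16-24 hr, then exposed to compounds (1:260 dilution of DMSO stock) for 48 hours at 37C. After MPER lysis, β-galactosidase reporter activity was read as FDG fluorescence (ex 480/em 540) after 30 minutes.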
Chronic BCR inh: qHTS Assay to Find Inhibitors of Chronic Active B-Cell Receptor Signaling. ABC-DLBCL IkBa-CBG/CBR reporter, luminescence ratio, 4 h. Potency, µM (top dose mostly 46.1 µM), without a hit: top-dose ratio change, negative = lower green/red ratio, usual class: inhibitors. hit rate 0.05% among 340,000; active means well fitted inhibition curve with a large enough effect in the signal ratio, with a control signal flat, not every such curve was filed as active; inconclusive means small, poorly fitted or top-dose-only effect, or effect the other way, or a change in a side signal; the % refers to the signal ratio;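 further: potency means the concentration at half of the fitted maximal effect; plate controls were basal doxycycline-induced cells for no effect and cells given 10 µM MG132 for full effect; MG132 reads +100%, hits lower the ratio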
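Concentration-response series (up to 46 uM) were applied to TMD8 dual-reporter cells for 4 h at 37C with doxycycline. Green/red ratio, after filter-overlap correction, defined %Activity; red signal alone was normalised to basal cells and zero luminescence.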
GALK inhibitor: qHTS Assay for Inhibitors of Human Galactokinase (GALK) | Potency, µM (series often up to 57.5 µM), for inactives: at the top dose activity change, negative = inhibition, usual class: inhibitors | hit rate 0.007% among 270,000 | Purified GALK, Kinase-Glo residual ATP luminescence | P51570; further: potency means the concentration at half of the fitted maximal effect; on the % scale 0 is the no-effect control and ±100 the full control effect
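Human GALK (5 nM) with 35 uM ATP and 100 uM galactose in 20 mM HEPES pH 8.0, 5 mM MgCl2, 60 mM NaCl, 1 mM DTT, 0.01% BSA. After 1 h at room temperature, leftover ATP was read by Kinase-Glo Plus luminescence.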
Menin MLL FP TR: qHTS Assay for Inhibitors Targeting the Menin-MLL Interaction in MLL Related Leukemias: Competition With Texas Red Labeled MLL-derived Mutant Peptide | O00255 | hit rate 0.23% among 270,000 | AID 1768, 2009 | Menin + Texas Red MLL mutant peptide, fluorescence polarization | Potency, µM (series often up to 61.6 µM), without a hit: at the top dose FP activity change, negative = inhibition, usual class: inhibitors; active means well fitted inhibition curve with a large enough effect in the polarisation, with a control signal flat, not every such curve was filed as active; inconclusive means small, poorly fitted or top-dose-only effect, or effect the other way, or a change in a side signal; inactive means no such curve, though single readings can be large or run the other way; the % refers to the polarisation; further: potency means the concentration at half of the fitted maximal effect; % of control where 0% means no effect; many of its hits are not listed in these tables
FBPA coupling cs: qHTS Assay for Inhibitors of Fructose-1,6-bisphosphate Aldolase from Giardia Lamblia: Coupling assay counterscreen; coupling enzyme system counterscreen, AmpLite Red fluorescence; activity change, negative = inhibition, % at 58.2 µM, hits read low; hit rate 0.67% among 290,000; AID 2472, 2010; in the data active means activity change below about -30%; further: on the % scale 0 is the no-effect control and ±100 the full control effect
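Activity here indicates interference with the coupling reaction, not aldolase inhibition. Compounds at 57.5 uM final met coupling enzymes for 10 min at RT; substrate and AmpLite Red detection followed, with a 525/598 nm fluorescence read after 20 min.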
TSG101-PTAP inh: qHTS Assay for Iinhibitors of HIV-1 Budding by Blocking the Interaction of PTAP/TSG101; 340,000 tested, under 10 active; Potency, µM (highest dose often 115 µM), without a hit: top-dose activity change, negative = inhibition, most hits filed as inhibitors; AID 493005, 2010; Fluorescence polarization, FITC-PTAP peptide / Tsg101 binding; Tumor susceptibility gene 101 protein (Homo sapiens), Q99816; active means well fitted inhibition curve with a large enough effect in the main read-out, with a control signal flat, not every such curve was filed as active; inconclusive means small, poorly fitted or top-dose-only effect, or effect the other way, or a change in a side signal; inactive means no such curve, though single readings can be large or run the other way; further: potency means the concentration at half of the fitted maximal effect; % of control where 0% means no effect
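FP read-out: FITC-PTAP peptide, 50 nM final, binding Tsg101 binding domain, 10 uM final; 20 min, r.t.; 10 mM HEPES pH 7.5, 0.15 M NaCl, 0.01% Tween 20, 3 mM EDTA, 0.1 mM TCEP.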
PKM2 act: qHTS Assay for Activators of Human Muscle isoform 2 Pyruvate Kinase; Potency, µM (top dose mostly 57.5 µM), for inactives: top-dose activation, hits mostly activators; AID 1631, 2009; hit rate 0.34% among 260,000; Pyruvate kinase PKM (Homo sapiens), P14618; purified PKM2, Kinase-Glo ATP luminescence, activation; response scale: 0% is enzyme alone, no compound; further: potency means the concentration at half of the fitted maximal effect; on the % scale 0 is the no-effect control and ±100 the full control effect; nearly all actives have a fitted effect of over 55% in size
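Purified hPK-M2 (>95% pure) converted ADP (0.1 mM final) to ATP with 0.5 mM PEP in 50 mM imidazole pH7.2, KCl, MgCl2, Tween 20, BSA; 1 h at room temperature. ATP detected by Kinase-Glo luminescence.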
Tb PFK inh: qHTS Assay to Find Inhibitors of T. brucei phosphofructokinase | ATP-dependent 6-phosphofructokinase (Trypanosoma brucei brucei), O15648 | T. brucei PFK, ADP-Glo luminescence | Potency, µM (top dose mostly 57.5 µM), for inactives: top-dose activity, negative = inhibition, most hits filed as inhibitors | hit rate 0.17% among 330,000;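 further: potency means the concentration at half of the fitted maximal effect; 0% = uninhibited 1x PFK enzyme wells and -100% = no-enzyme wells; nearly all actives have a fitted effect of over 60% in size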
Target sequence (O15648 whole entry, looked up): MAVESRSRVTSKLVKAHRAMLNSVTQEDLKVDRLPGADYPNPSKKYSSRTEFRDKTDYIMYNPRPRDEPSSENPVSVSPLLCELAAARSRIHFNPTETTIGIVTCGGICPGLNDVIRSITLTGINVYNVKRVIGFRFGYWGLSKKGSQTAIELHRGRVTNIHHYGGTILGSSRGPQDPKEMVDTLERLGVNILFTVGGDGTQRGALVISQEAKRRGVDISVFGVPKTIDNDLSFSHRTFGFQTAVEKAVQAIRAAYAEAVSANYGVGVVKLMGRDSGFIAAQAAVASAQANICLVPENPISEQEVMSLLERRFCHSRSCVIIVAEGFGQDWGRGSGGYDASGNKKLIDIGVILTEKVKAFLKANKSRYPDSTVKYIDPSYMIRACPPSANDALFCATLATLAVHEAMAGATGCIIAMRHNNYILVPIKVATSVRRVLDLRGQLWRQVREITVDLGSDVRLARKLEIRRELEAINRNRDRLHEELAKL
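In TEA buffer at pH 8.0 with 5 mM MgCl2, enzyme (1.25 nM) converted F6P (0.5 mM) and ATP (0.1 mM) for 45 min at room temperature. ADP product was read by luciferase luminescence.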
Giardia kill: Small Molecules that selectively kill Giardia lamblia: qHTS; hit rate 0.15% among 340,000; AID 540267, 2011; Giardia lamblia trophozoite viability; activity change, % at 7.66 µM, hits read low; in the data active means activity change below about -80%; inconclusive means between about -30% and that limit;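 further: parasites exposed to compound for two days anaerobically before the ATP read; on the % scale 0 is the no-effect control and ±100 the full control effect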
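Trophozoites 100 cells/well + cpd; 48 hrs, 37 deg C, anaerobic. ATPLite 1-Step added, 15-30 min RT, luminescence read (ATP-based viability).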
S-ASM inh: Inhibitors of Secretory Acid Sphingomyelinase (S-ASM): qHTS; placental ASM, HMU-PC fluorogenic substrate, 60 min; Potency, µM (doses to about 57.5 µM), for the others: top-dose activity change, negative = inhibition, actives largely listed as inhibitors; hit rate 0.006% among 340,000; further: potency means the concentration at half of the fitted maximal effect
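Human placenta-derived ASM preincubated with compound 10 min at room temperature, then reacted with 9 uM (final) fluorogenic HMU-PC substrate for 60 min at 37 C. Stop solution raises pH to 10; fluorescence read at Ex 386/Em 447 nm.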
B2AR arrestin: qHTS assay of beta-arrestin-biased ligands of beta2-adrenergic receptor; Beta-2 adrenergic receptor (Homo sapiens), P07550; beta-arrestin recruitment to beta2AR, cell-based reporter; Potency, µM (titrated, usually from 46.1 µM), for inactives: top-dose activation, usual class: activators; hit rate 0.02% among 330,000; AID 492947, 2010;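 further: potency means the concentration at half of the fitted maximal effect; 0% = DMSO controls and full agonism = EC100 isoproterenol or metaproterenol; nearly all actives have a fitted effect of over 65% in size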
Target sequence (P07550 whole entry, looked up): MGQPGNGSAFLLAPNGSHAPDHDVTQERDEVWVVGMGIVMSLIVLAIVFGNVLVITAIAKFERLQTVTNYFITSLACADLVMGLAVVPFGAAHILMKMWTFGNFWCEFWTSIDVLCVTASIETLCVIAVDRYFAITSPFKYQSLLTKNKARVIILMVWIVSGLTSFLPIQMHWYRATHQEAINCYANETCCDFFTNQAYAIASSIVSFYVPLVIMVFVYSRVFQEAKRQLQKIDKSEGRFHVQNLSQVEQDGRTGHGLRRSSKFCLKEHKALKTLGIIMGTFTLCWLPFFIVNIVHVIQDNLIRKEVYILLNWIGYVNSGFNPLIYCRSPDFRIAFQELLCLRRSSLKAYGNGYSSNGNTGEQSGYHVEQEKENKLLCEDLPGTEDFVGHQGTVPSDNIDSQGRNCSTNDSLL
* marks the source's active call; other numbers are inactive results; ? = inconclusive; / = no result given; [ ] = another dose, or the depositor's remark. Unless noted, the call rests on the fitted dose curve; in most records, active means well fitted curve in the direction sought with a large enough effect; inconclusive means small, poorly fitted or top-dose-only effect, or another doubt; inactive means no such curve, though single readings can be large; an effect the other way counts as inactive or inconclusive. These rows are one share of the data; the hit share may differ from the screen's.

canonical_smiles,Integrin act MD,Chronic BCR inh,GALK inhibitor,Menin MLL FP TR,FBPA coupling cs,TSG101-PTAP inh,PKM2 act,Tb PFK inh,Giardia kill,S-ASM inh,B2AR arrestin
COc1ccc(OC)c(NC(=O)CCc2c[nH]c3ccccc23)c1,16%,-23%,0%,?,-3,0%,0%,2%,-26,-4%,-0.1%
COc1ccc(CCNS(=O)(=O)c2cccc3nsnc23)cc1OC,0%,-3%,-1%,33%[activator],-1,-7%,-6%,4%,-15,0%,0.1%
O=c1[nH]c(C2CCN(S(=O)(=O)c3ccc(C(F)(F)F)cc3)CC2)nc2c1nnn2Cc1ccc(F)cc1,23%,?,0%,43%[activator],-1,-2%,/,-1%,14,39%[activator],0.0%
O=C(O)c1ccccc1,33%,0%,/,/,/,2%,/,7%,0,-3%,-0.9%
Cc1c(C)c2ccc(OCC(=O)Nc3ccc(S(N)(=O)=O)cc3)c(C)c2oc1=O,?,5%,6%,?,1,0%,/,?,14,?,-0.9%
Cc1cc(Cl)c(S(=O)(=O)NC(C(=O)O)C(C)C)cc1OCC(=O)NC1CCCCC1 (stereo not drawn),10%,9%,0%,-3%,21,-3%,2%,1%,28,3%,0.1%
CCc1ccc(NC(=O)CSc2nnc(-c3ccco3)o2)cc1,?,?,-5%,/,/,-4%,-2%,1%,-7,4%,0.0%
O=C(Nc1nnc(-c2cccs2)o1)c1cccc(C(F)(F)F)c1,-43%[inhibitor],?,0%,?,-1,-7%,-20%,4%,-19,-5%,-3.3%
Fc1ccc(CNC(=S)NCc2ccccc2)cc1,2%,-1%,6%,10%,0,-8%,0%,-2%,?,-1%,-1.0%
Fc1ccc(N2CCN(Cc3nnc(-c4ccccc4)o3)CC2)cc1,23%,0%,-1%,-9%,-3,-8%,2%,0%,10,4%,-0.7%
Cc1ccc(-c2csc(NC(=O)c3ccco3)n2)cc1C,7%,-4%,3%,64%[activator],-4,-1%,-2%,2%,4,-6%,-0.1%
Nc1ncnc(Nc2cccc(Cl)c2Cl)n1,?,-1%,0%,3%,-13,-6%,-1%,3%,-10,3%,-0.1%
C/C(=N\NC(=O)C1CC1)c1cccc(NC(=O)c2cccc(Cl)c2)c1,/,6%,4%,6%,5,/,4%,4%,/,/,0.1%
NC(=O)C1CCN(C(=O)CCc2nc3sc4c(c3c(=O)[nH]2)CCCC4)CC1,0%,0%,/,/,/,-3%,/,-28%,6,/,0.0%
Cc1c(OC(=O)c2ccc([N+](=O)[O-])cc2)c2c(c[n+]1C)COC(C)(C)OC2,-4%,-6%,-1%,3%,-6,-4%,-2%,5%,-10,29%,-0.3%
C#CCOCCOCCOCCNc1nc(N2CCN(C(=O)[C@H](CCCCN)n3cc([C@@H](N)C(C)CC)nn3)CC2)nc(N2CCN(C(=O)[C@H](Cc3cc4ccccc4[nH]3)n3cc([C@@H](N)CC(C)C)nn3)CC2)n1 (stereo partly drawn),13%,-14%,6%,?,1,-8%,-3%,0%,18,14%,-0.1%
Cc1cc(OCCn2cc(/C(N)=N/O)c3ccccc32)ccc1Cl,-38%,?,-2%,/,-4,-5%,-1%,0%,-19,-18%,-0.7%
CC(C)C(=O)NN1c2ccccc2CCc2ccccc21,5%,3%,0%,/,3,0%,-10%,-1%,18,12%,-0.9%
COc1cc(C2NC(=O)NC(c3ccccc3)=C2C(C)=O)c(Br)c(Br)c1O (stereo not drawn),4%,2%,3%,8%,1,0%,8%,0%,-7,-2%,0.1%
Cc1c(Br)c(C(N)=O)nn1C,-8%,17%,-5%,-3%,1,-1%,-5%,-2%,-22,-1%,-0.1%
O=C(NCCN1CCCCCC1)C1CCN(S(=O)(=O)N2CCOCC2)CC1,-19%,6%,2%,-26%,-2,-4%,-13%,3%,-15,6%,-0.2%
COc1ccc(Br)cc1/C=C\C(=O)NCc1cccnc1,25%,-10%,-1%,1%,-4,1%,11%,2%,6,0%,0.2%
O=C(OCc1ccccc1Cl)c1ccc(-n2cnnc2)cc1,1%[7.66 µM],?,1%,-20%,7,0%,6%,0%,-25,-6%,-0.9%
O=C(CN1CCN(Cc2ccc3c(c2)OCO3)CC1)Nc1ccc2c(c1)OCO2,-34%,?,-3%,/,1,-2%,-6%,-2%,4,-1%,-0.7%
CCOc1ccccc1N1CCN(C(=O)c2ccc(-c3ccc(OC(C)=O)cc3)cc2)CC1,-52%[inhibitor],-7%,4%,?,5,-1%,/,6%,-20,?,-0.9%
O=C(CSc1nnc2c(n1)[nH]c1ccccc12)Nc1cccc(S(=O)(=O)N2CCOCC2)c1,-30%,?,-1%,/,0,-7%,-2%,1%,-2,-2%,0.0%
CN(C)c1nc(-c2ccccc2)nc(-c2ccc(Cl)cc2)c1C#N,11%,?,-3%,/,-2,1%,-22%,-1%,-17,28%,-1.1%
COC(=O)c1c(C)[nH]c(C(=O)OCC(=O)NCC(C)C)c1C,-2%,?,2%,1%,3,-2%,-5%,0%,-6,3%,0.2%
Cn1cnc([N+](=O)[O-])c1Nc1ccccc1O,3%,0%,0%,12%,-1,-2%,-1%,-1%,-10,-4%,0.4%
CCN1CCC2(CCN(C(=O)c3cc(COc4cc(C)ccc4C)on3)C2)C1 (stereo not drawn),-17%,-1%,5%,/,/,-11%,/,0%,-14,2%,-0.2%
CC(C)C[C@@H]1CN=C(N)N1C[C@@H]1CCCN1C[C@@H](C(C)C)N1C[C@@H](Cc2ccccc2)N(CCCC2CCCC2)C1=N,16%,?,/,/,/,-3%,/,7%,-8,-9%,0.2%
O=C(CSc1ccccc1)Nc1nc2ccccc2[nH]1,0%,?,1%,17%,1,-1%,2%,2%,-2,2%,0.4%
N#CCC(=O)N/N=C/c1ccc(OS(=O)(=O)c2ccccc2)cc1,6%,9%,-2%,-4%,2,-5%,8%,0%,5,-2%,0.1%
COc1cccc(C2CC(c3cccs3)=NN2C(=O)CSc2nc3ccccc3o2)c1OC (stereo not drawn),2%,-1%,1%,-2%,3,0%,0%,0%,-6,-4%,-0.3%
COc1cc2c(cc1OC)C(c1ccccc1O)N(C1CC(=O)N(c3ccccc3)C1=O)CC2 (stereo not drawn),13%,0%,-4%,8%,0,-3%,-1%,10%,3,-1%,-0.3%
COc1cccc(CNC(=O)C2Cc3cc(S(=O)(=O)N4CCCC4)ccc3N2C(C)=O)c1OC (stereo not drawn),-25%,?,3%,/,/,-5%,/,1%,-6,0%,0.1%
COc1ccc(C(=O)NC(C)CCCC(C)(C)O)cc1OC1CCN(C(C)=O)CC1 (stereo not drawn),17%,7%,0%,0%,5,-4%,0%,-3%,-15,6%,-0.5%
O=C(N/N=C/c1ccc2c(c1)OCO2)c1cccnc1,-30%,?,-1%,?,1,-3%,-12%,8%,-5,3%,-0.4%
Cc1nnc(SCC(=O)Nc2ncc(S(=O)(=O)c3ccc([N+](=O)[O-])cc3)s2)s1,4%,7%,0%,?,0,1%,-2%,-8%,?,-1%,-1.3%
CC1Cc2ccccc2N1C(=O)C1CCCN(S(=O)(=O)c2cccc3cccnc23)C1 (stereo not drawn),-14%,?,3%,-7%,-5,0%,-8%,-2%,-3,-4%,-0.9%
